S2 tox – cell viability loss in ATXN counter-screen | S2 cells (HEK-293 line with an ATXN2-luciferase reporter) viability, CellTiter-Fluor protease fluorescence, 24 h | actives 0.49% (n = 400,000) | Potency, µM (highest dose often 56.7 µM), actives largely listed as cytotoxic; also: potency is read from the fitted curve at half-maximal effect; nearly all actives have a fitted effect of over 40% in size
KB-3-1 cytotox – kills parental KB-3-1 adenocarcinoma cells. KB-3-1 viability, CellTiter-Glo ATP luminescence, 72 h. Potency, µM (top dose mostly 46.1 µM), for inactives: at the top dose activity change, negative = cytotoxic, usual class: cytotoxic. actives 1.4% (n = 400,000). AID 1347075; also: potency is read from the fitted curve at half-maximal effect; % is scaled to controls: 0 for no effect and ±100 for the full control effect; nearly all actives have a fitted effect of over 60% in size
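Cytotoxicity in the drug-sensitive parental line KB-3-1 was scored as loss of CellTiter-Glo luminescence following 72 h incubation with compound. Values come from curve fitting of normalized concentration-response data.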
HT1080-NT tox – kills 2HG-producing HT-1080-NT fibrosarcoma cells | Potency, µM (series often up to 46.1 µM), inactives show top-dose activity, negative = less viability, actives largely listed as cytotoxic | actives 1.6% (n = 360,000) | HT-1080-NT fibrosarcoma viability, CellTiter-Glo ATP luminescence, 48 h;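 also: NT is the 2HG producing partner of a matched IDH1 knockdown line; potency is read from the fitted curve at half-maximal effect; 0% = DMSO-treated cells and -100% = media-only wells without cells; nearly all actives have a fitted effect of over 55% in size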
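A 48-hour cytotoxicity screen used HT-1080-NT cells plated 2 hours before compound delivery. ATP-based CellTiter-Glo luminescence measured viability, normalized to DMSO and no-cell controls.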
SW480 rerep – induces DNA re-replication in SW480 colon adenocarcinoma cells; SW480 DNA re-replication, Hoechst DNA content imaging, 48 h; Potency, µM (series often up to 46.1 µM), for the others: at the top dose re-replication activation, usual class: activators; actives 1.8% (n = 340,000); also: potency is read from the fitted curve at half-maximal effect; % of control where 0% means no effect; nearly all actives have a fitted effect of over 55% in size
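Image-based read-out: total Hoechst fluorescence of nuclei (405 nm excitation, 500-530 nm emission), with hits raising the fraction of high-intensity nuclei. SW480 colon cells incubated 48 hr with compounds at 37 C.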
HepG2 tox – counter-screen for TGF-b inhibitors: cytotoxicity in HepG2 cells; HepG2 CAGA-GFP viability, ATP luminescence, 18 h; AID 588856; Potency, µM (doses to about 46.1 µM), for inactives: at the top dose activity change, negative = cytotoxicity, hits mostly cytotoxic; actives 0.76% (n = 410,000); also: potency is read from the fitted curve at half-maximal effect; some results filed as inactive show a strong effect at the top dose
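CellTiter-Glo luminescence gave cytotoxicity after 18 hours at 37 degrees C. The cells were HepG2 CAGA-GFP in 1% FBS DMEM, stimulated with 500 pg/mL TGF-beta after compound addition. %Activity was normalised to no-cell wells (complete cell-killing) and DMSO (no toxicity), and curves were fitted and classified.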
ATXN2 expr inh – inhibitors of ATXN2 expression; Potency, µM (titrated, usually from 57 µM), for the others: top-dose activity change, negative = inhibition, most hits filed as inhibitors; actives 0.72% (n = 360,000); HEK-293 ATXN2-luciferase reporter, luminescence, 24 h; also: potency is read from the fitted curve at half-maximal effect; % is scaled to controls: 0 for no effect and ±100 for the full control effect; nearly all actives have a fitted effect of over 55% in size
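ATXN2-luciferase reporter cells (luciferase flanked by upstream and downstream ATXN2 gene portions) were treated 24 h at 37 °C with compounds at up to 57 uM. SteadyGlo luminescence gave expression; GF-AFC fluorescence gave viability.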
HT1080 IDH1KD tx – kills HT-1080 cells with IDH1 knockdown | actives 2% (n = 360,000) | HT-1080 IDH1 knockdown viability, ATP luminescence, 48 h | Potency, µM (top dose mostly 46.1 µM), for inactives: at the top dose activity, negative = toxicity, usual class: cytotoxic;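 also: potency is read from the fitted curve at half-maximal effect; 0% = DMSO wells and -100% = cell-free medium wells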
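Knockdown cells (IDH1KD HT-1080) received compounds 2 h after plating at 750 cells/well and were kept 48 h at 37 °C in 5% FBS RPMI. A CellTiter-Glo luminescence read gave % activity for curve fitting.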
MCF10A rerep – induces DNA re-replication in MCF 10a normal breast cells | MCF 10A DNA re-replication, Hoechst nuclear intensity, 48 h | Potency, µM (highest dose often 46.1 µM), for the others: at the top dose activity, positive = re-replication, actives largely listed as activators | actives 2.9% (n = 350,000) | AID 624296; also: potency is read from the fitted curve at half-maximal effect; % of control where 0% means no effect; nearly all actives have a fitted effect of over 50% in size
IL1B secr inh – inhibitors of inflammasome signaling (IL-1 beta secretion). THP-1 LPS/ATP IL-1B secretion, AlphaLISA, 16 h; stronger effect = lower value. activity change, % at 57.5 µM. actives 4.7% (n = 360,000); in the data active = activity change below about -50%; inconclusive = mostly about -30% to -49%; also: % is scaled to controls: 0 for no effect and ±100 for the full control effect
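THP-1 cells pretreated 1 hr with compounds (up to 57.5 uM final), then stimulated with LPS (250 ng/mL final) plus ATP (1.25 mM final); secreted IL-1B measured by AlphaLISA after 16 hr, decreased signal indicating inhibition.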
Starred values were filed as active, the others as inactive; i = inactive; ? = inconclusive; / = no result given; [ ] = another dose, or the depositor's remark. Unless noted, calls follow the shape of the dose curve; as a rule, active = well fitted curve in the direction sought with a large enough effect; inconclusive = small, poorly fitted or top-dose-only effect, or another doubt; inactive = no such curve, though single readings can be large; an effect the other way counts as inactive or inconclusive. Random draw from the library, and some 8.9% of all compounds hit somewhere here.

SMILES	S2 tox	KB-3-1 cytotox	HT1080-NT tox	SW480 rerep	HepG2 tox	ATXN2 expr inh	HT1080 IDH1KD tx	MCF10A rerep	IL1B secr inh
Cc1ccc(O)c(-c2ccnc3cc(-c4ccc(Cl)cc4)nn23)c1	i	0%	/	/	-14%	2%	/	/	/
CCCCc1ccc(-n2nc3cc(C)c(NC(=O)c4ccc(C#N)cc4F)cc3n2)cc1	i	10%	/	/	17%	-1%	/	/	/
Cc1cc(C)c(C(=O)c2ccc(C(=O)N(C(C)C)C(C)C)cc2)c(C)c1	i	?	?	6%	-6%	-21%	?	1%	-3
O=C(C(O)c1ccccc1)N1N=C(c2ccccc2)CC1(O)C(F)(F)F (stereo unspecified)	i	0%	7%	1%	-6%	-12%	5%	14%	-16
c1cncc(-c2cn(C[C@H]3CC[C@@H]([C@@H]4CC[C@H](Cn5cc(-c6cccnc6)nn5)O4)O3)nn2)c1	i	7%	6%	3%	9%	7%	0%	-10%	-6
CC(=O)NC(CCS(C)(=O)=O)C(=O)Nc1c(F)cccc1F (stereo unspecified)	i	7%	4%	-2%	3%	7%	12%	6%	14
C=CCOc1ccc(/C=C/C(=O)OCC(=O)NC2CCCCCC2)cc1	i	-44%	1%	0%	4%	-16%	-27%	6%	-10
COc1ccc(/C=N/Nc2nc3ccccc3[nH]2)cc1OC	i	-3%	-16%	-9%	-24%	45%[activator]	-23%	-3%	-75*
COCC(=O)N[C@@H]1c2cc(OC)c(OC)cc2C[C@H]1OCc1ccccc1	i	3%	10%	-7%	-6%	2%	5%	-3%	6
COc1ccc([C@H]2CN(Cc3ccccc3)C(=O)[C@@H]2CC(=O)Nc2ccccc2)cc1	i	-2%	-1%	/	-20%	17%	-8%	/	-1
CC(C)CCNC(=O)C1CCC(CNS(=O)(=O)c2ccc(Cl)cc2)CC1 (stereo unspecified)	i	-1%	0%	1%	-38%	-4%	0%	-1%	7
COc1cccc2oc3ccc(C#Cc4ccccn4)cc3c(=O)c12	i	?	0%	-6%	-33%	56%[activator]	-4%	6%	-21
C#CCOC(=O)C[N+](C)(C)CC#Cc1ccccc1	i	17%	14%	0%	-20%	2%	3%	-18%	7
Cn1nc(C(F)(F)F)cc1Oc1ncc(C(F)(F)F)cc1Cl	?	0%	12%	5%	0%	3%	14%	-48%[inhibitor]	-8
CSCCC(NS(=O)(=O)c1ccccc1F)C(=O)Nc1ccncc1 (stereo unspecified)	i	9%	13%	-25%	0%	-6%	-2%	0%	11
CC(C)c1ccc(NC(=O)C2CCN(C(=O)c3ccc(F)cc3)CC2)cc1	?	1%	/	/	-20%	-5%	/	/	/
Cc1c(NC(=O)Cn2nc(C(=O)O)c3ccccc3c2=O)c(=O)n(-c2ccccc2)n1C	i	?	5%	-3%	5%	4%	2%	1%	11
Cc1ccc(C(=O)c2ccccc2C(=O)O)s1	i	0%	9%	-8%	0%	-8%	5%	2%	-10
CCN(CC)C(=O)CSc1nnc([C@H](Cc2c[nH]c3ccccc23)NC(=O)OC(C)(C)C)o1	?	3%	9%	1%	-10%	0%	0%	0%	11
O=C1COc2ccc(-c3cc(-c4ccc(F)cc4)c4c(n3)-c3ccccc3OC4)cc2N1	i	-3%	/	/	0%	8%	/	/	/
Cc1cccc(C)c1NC(=O)CSc1nnc(-c2ccoc2C)n1C	i	-14%	2%	-2%	9%	3%	1%	-7%	-25
CC(=O)Nc1cc(NC(C)=O)cc(C(=O)OCC(=O)Nc2ccc(S(=O)(=O)NC3=NCCCCC3)cc2)c1	i	23%	9%	-3%	-2%	-5%	7%	-2%	29
Cc1ccccc1S(=O)(=O)Cc1ccc(C(=O)NC2CC2)o1	i	4%	3%	27%	-23%	/	6%	?	9
Nc1nc(SCC(=O)N2CCCC2)[nH]c(=O)c1NC(=O)c1ccco1	i	-12%	14%	2%	-4%	4%	1%	0%	10
CC1=C(C(=O)Nc2ccccc2F)C(c2cccs2)C2=C(CCCC2=O)N1 (stereo unspecified)	i	-1%	-2%	-198%[inhibitor]	23%	/	5%	-2%	14
CCOC(=O)C1CCCN(C(=O)C(=O)c2cn(CC(=O)N3CCOCC3)c3ccccc23)C1 (stereo unspecified)	i	5%	-4%	-10%	-5%	8%	-2%	1%	-2
C[C@H](OC(=O)NCc1ccc(C(F)(F)F)cc1)[C@@H]1O[C@@]2(C)CCC[C@@H]1O2	i	0%	1%	-1%	-10%	-2%	7%	14%	2
CCCCNC(=O)N1CCN(Cc2cccc(F)c2)CC1	i	-7%	9%	-3%	-6%	-5%	13%	-2%	-3
Cc1ccccc1OCCSc1nc2ncnc(N)c2[nH]1	i	6%	-1%	1%	-1%	-3%	-29%	1%	-7
CC(C)(C)OC(=O)N1CCCN(C(c2cc3ccccc3o2)c2nnnn2C(C)(C)C)CC1 (stereo unspecified)	?	-1%	?	/	/	-9%	?	/	-5
COCCNCCOCCOc1cccc(OC)c1	?	12%	1%	-5%	1%	4%	2%	-2%	-4
O=C(N/N=C/c1ccc(F)cc1)c1cccc(NC(=O)c2ccc(F)cc2)c1	i	?	?	2%	-28%	8%	?	21µM*	33
CC1(C)C[C@H]2C3=CCC4[C@@]5(C)CC[C@H](O)[C@](C)(CO)C5CC[C@@]4(C)[C@]3(C)CC[C@@]2(C)[C@H](O)[C@@H]1O (stereo partly specified)	i	0%	-5%	0%	0%	3%	-3%	-1%	-6
CC(=O)Nc1cccc(-c2cc(-c3c(Cl)cccc3Cl)no2)c1	i	0%	-1%	-1%	-67%	-33%	2%	?	?
CN(C)S(=O)(=O)c1cccc(C(=O)OCC(=O)Nc2ccccc2OC(F)F)c1	i	19%	11%	-19%	8%	-13%	6%	4%	-10
Cc1sc(NC(=O)c2ccco2)c(C(=O)c2ccc(Cl)cc2)c1C	i	?	10%	-4%	-14%	-7%	9%	?	-27
O=C(Cc1ccc(Cl)cc1)Nc1ccc2oc(=O)ccc2c1	i	9%	17%	1%	5%	-13%	-17%	2%	?
CCOC(=O)C1CCN(c2c(C(=O)c3ccccc3)cnc3ccc(CC)cc23)CC1	?	-3%	0%	-3%	-6%	-17%	8%	19%	3
C[C@@H]1CN([C@H](C)CO)C(=O)CCCn2nncc2CO[C@H]1CN(C)Cc1ccc(Oc2ccccc2)cc1	?	-4%	1%	/	-41%	?	-1%	/	19
COc1ccc(-c2ccc3c(c2)O[C@@H](CN(C)C(=O)c2ccccc2F)[C@@H](C)CN([C@@H](C)CO)S3(=O)=O)cc1	i	-5%	4%	/	-6%	0%	-3%	/	-8
Cc1nn(C)c(C(=O)NNC(=S)NCc2ccco2)c1Cl	i	15%	18%	-2%	-10%	-9%	16%	-5%	13
Cc1ccc(C)c(OCCC(=O)Nc2cccc(S(=O)(=O)N3CCCC3)c2)c1	i	-9%	-10%	-2%	-30%	-10%	-1%	12%	-25
COc1ccc(C(CC(=O)c2ccc(C)cc2)C(C#N)C#N)cc1OC (stereo unspecified)	30µM*	?	21µM*	?	-50%	?	23µM*	21µM*	-100*
CC(C)c1csc(CN2CCC(CCC(=O)NCC3CCCO3)CC2)n1 (stereo unspecified)	i	/	0%	6%	-17%	-1%	-5%	?	6
O=C(N/N=C/c1cccc(O)c1)N/N=C/c1cccc(O)c1	i	-2%	11%	-12%	-32%	14%	22%	18%	11
O=C(C[C@@H]1C/C=C\CCC(=O)O[C@H](c2ccccc2)CNC1=O)N[C@H](CO)Cc1ccccc1	i	17%	13%	-6%	-8%	11%	14%	6%	5
COCCn1c(SCC(=O)Nc2ccc(F)cc2)nc2ccccc2c1=O	i	-3%	2%	1%	-14%	-4%	-13%	-1%	?
CC(C)(C)SCCNC(=O)CSc1ccccc1	i	8%	-1%	-2%	-3%	69%[activator]	7%	-10%	9
N#Cc1ccsc1NC(=O)c1cnccn1	i	0%	3%	2%	-14%	-1%	-3%	11%	18
O=C(c1ccccc1)N1CCN(CC(O)COc2cccc3ccccc23)CC1 (stereo unspecified)	i	-1%	4%	0%	-2%	/	2%	6%	-7
Cc1cc(=O)c(C(=O)O)cn1Nc1ccc(Cl)cc1	?	0%	3%	9%[9.22 µM]	1%	-5%	-3%	4%	4
COc1ccc(-c2nc3ccccn3c2CN2CCN(c3ccccc3F)CC2)cc1	i	-6%	?	13%	-43%	17%	?	?	24
O=C(Nc1ccc2oc(-c3ccncc3)nc2c1)c1c(F)c(F)c(F)c(F)c1F	i	-2%	-1%	4%	-30%	5%	-18%	-31%[inhibitor]	?
Cc1cc(NC(=O)CSc2ncn[nH]2)no1	i	-5%	14%	-13%	-12%	9%	11%	0%	-11
COCCCNC(=O)/C(=C\c1cccn1C)NC(=O)c1cccs1	i	-4%	19%	0%	-2%	-17%	?	6%	20
OC(CNCC1COc2ccccc2O1)COc1ccc(Cl)cc1 (stereo unspecified)	i	2%	1%	0%	-43%	55%[activator]	0%	25%	-24

Random excerpt: three records from the list.
SMILES	S2 tox	KB-3-1 cytotox	HT1080-NT tox	SW480 rerep	HepG2 tox	ATXN2 expr inh	HT1080 IDH1KD tx	MCF10A rerep	IL1B secr inh
Cc1cc(NC(=O)CSc2ncn[nH]2)no1	i	-5%	14%	-13%	-12%	9%	11%	0%	-11
N#Cc1ccsc1NC(=O)c1cnccn1	i	0%	3%	2%	-14%	-1%	-3%	11%	18
COc1ccc(C(CC(=O)c2ccc(C)cc2)C(C#N)C#N)cc1OC (stereo unspecified)	30µM*	?	21µM*	?	-50%	?	23µM*	21µM*	-100*
